# TcdB GH inh = blocks C. difficile toxin B glycohydrolase activity. P18177. TcdB glycohydrolase enzymatic assay, plate reader. inhibition, % at 9.99 µM. 350,000 compounds, 0.24% hits. AID 652162; in the data active = inhibition above about 10%
# Y pestis TopoI = blocks Yersinia pestis topoisomerase I activity | Y. pestis Topo-I cleavage product accumulation, plate reader | activity, % at 10 µM | 360,000 compounds, 0.064% hits | AID 504884; in the data active = activity above about 50%, passing the limit was not always enough; inconclusive = no clear call, values can overlap the other calls; note: inactives centre near 2
# FadD28 FP inh = inhibitors of Mycobacterium tuberculosis FadD28 bisubstrate binding | FadD28 bisubstrate probe binding, fluorescence polarization | inhibition, % at 12.5 µM | 360,000 compounds, 0.22% hits | AID 588549; in the data active = inhibition above about 8.5%, passing the limit was not always enough; inconclusive = no clear call, values can overlap the other calls
# BoNT F protease = blocks Botulinum neurotoxin F light chain protease; Multiplex microsphere protease cleavage assay, flow cytometry; inhibition, % at 10 µM; 360,000 compounds, 0.22% hits; AID 588497; in the data active = inhibition above about 35%, passing the limit was not always enough; inconclusive = no clear call, values can overlap the other calls; note: plate controls were buffer without enzyme for full effect and enzyme alone for no effect
# CCHF vOTU inh = CCHFV vOTU protease inhibition | Pep-AMC fluorescence | inhibition, % at 11.5 µM | 370,000 compounds, 0.55% hits | AID 651958; in the data active = inhibition above about 30%; note: 0% = vehicle wells with enzyme and 100% = no enzyme wells
# BoNT A protease = inhibitors of Botulinum neurotoxin A light chain protease; multiplex microsphere protease substrate cleavage, flow cytometry; inhibition, % at 10 µM; 360,000 compounds, 0.17% hits; note: plate controls were buffer without enzyme for full effect and enzyme alone for no effect
# PrPC surface inh = reduces human prion protein on the cell surface; P04156; cell surface PrPC, TR-FRET read-out; inhibition, % at 13.8 µM; 370,000 compounds, 0.43% hits; AID 720596; in the data active = inhibition above about 24%; note: 0% = median of the test wells and 100% = reference compound wells
# PfHsp40 yeast = rescue of PfHsp40-mediated yeast toxicity | AID 504582 | S. cerevisiae expressing PfHsp40, growth rescue, ATP luminescence | growth rescue, % at 12.5 µM | 340,000 compounds, 0.68% hits; in the data active = growth rescue above about 28%, passing the limit was not always enough; inconclusive = no clear call, values can overlap the other calls;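 note: yeast W303a lacking pdr1 and pdr3 grown in galactose medium; growth measured after three days at 30 °C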
# Anthrax LF inh2 = blocks Bacillus anthracis lethal factor protease; P15917; multiplex microsphere protease cleavage assay, LF; inhibition, % at 10 µM; 360,000 compounds, 0.12% hits; note: plate controls were buffer without enzyme for full effect and enzyme alone for no effect
# Target sequence (P15917 whole entry, looked up): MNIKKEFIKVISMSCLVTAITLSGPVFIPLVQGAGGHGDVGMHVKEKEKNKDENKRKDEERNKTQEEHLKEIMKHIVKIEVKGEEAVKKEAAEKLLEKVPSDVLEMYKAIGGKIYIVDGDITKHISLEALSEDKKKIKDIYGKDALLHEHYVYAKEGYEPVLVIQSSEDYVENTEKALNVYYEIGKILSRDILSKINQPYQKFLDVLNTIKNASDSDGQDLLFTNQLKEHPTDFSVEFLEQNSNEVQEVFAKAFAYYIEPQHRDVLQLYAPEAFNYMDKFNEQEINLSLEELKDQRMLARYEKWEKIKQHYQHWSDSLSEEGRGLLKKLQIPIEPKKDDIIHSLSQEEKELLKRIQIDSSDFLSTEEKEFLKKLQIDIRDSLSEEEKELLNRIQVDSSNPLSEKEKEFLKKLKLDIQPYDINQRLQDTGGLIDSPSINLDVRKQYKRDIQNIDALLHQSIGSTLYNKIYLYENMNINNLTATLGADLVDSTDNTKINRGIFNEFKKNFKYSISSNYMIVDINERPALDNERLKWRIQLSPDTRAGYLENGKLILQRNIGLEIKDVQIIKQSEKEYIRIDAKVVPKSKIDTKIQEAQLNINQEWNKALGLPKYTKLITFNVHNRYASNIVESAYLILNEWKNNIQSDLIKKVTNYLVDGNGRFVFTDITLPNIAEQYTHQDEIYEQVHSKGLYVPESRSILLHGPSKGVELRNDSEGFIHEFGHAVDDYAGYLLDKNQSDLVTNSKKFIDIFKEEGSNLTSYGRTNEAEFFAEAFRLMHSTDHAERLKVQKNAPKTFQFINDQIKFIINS
# Active calls of the source: *; u = inconclusive; x = not tested or not shown. Cut-off read from the data, not from the text of the source, unless noted: active = inhibition above about 30%; inconclusive = no clear call, values can overlap the other calls; inactive = below that. Random draw from the library; overall some 2.3% were active at least once.
SMILES,TcdB GH inh,Y pestis TopoI,FadD28 FP inh,BoNT F protease,CCHF vOTU inh,BoNT A protease,PrPC surface inh,PfHsp40 yeast,Anthrax LF inh2
CC(=O)Nc1ccc(N2CCOCC2)c(Cl)c1,0.7,6,-2.4,6,-4,-0.5,2,0.8,-2
COC(=O)c1ccc(C)c(NC(=O)C(CCSC)NC(=O)c2cc(OC)c(OC)c(OC)c2)c1 (stereo not drawn),1.4,34,0.6,-32,-1,-9.3,3,0.0,12
O=C(Nc1ccc(N2CCN(C(=O)c3cccs3)CC2)cc1)c1ccccc1F,1.3,21,0.0,-24,0,-0.7,-2,1.8,-11
CCc1nc2ccc(C(=O)NCCCn3ccnc3)cn2c1N(C)Cc1ccc(N(C)C)cc1,-8.7,17,0.7,2,15,0.1,3,x,-6
CCOC(=O)c1ccc2nc(NC(NC(C)=O)(C(=O)OC)C(F)(F)F)sc2c1 (stereo not drawn),x,-11,-3.9,-3,-2,-0.8,1,0.7,-2
COc1cc2c(cc1OC)C(C(=O)Nc1ccccn1)C(c1cccnc1)N(C)C2=O (stereo not drawn),x,-9,-0.9,-8,-1,-0.7,-6,-0.5,10
Cc1ccn2c(Cc3ccccc3)c(-c3ccc(F)cc3)nc2c1,10*,43,-2.5,4,-3,0.0,-4,x,-1
COC(=O)CCC(=O)OC1(C)C(=O)C=C2C=C(C3CC3)N(Cc3ccccc3)C=C2C1=O (stereo not drawn),x,-11,-2.3,-18,12,2.8,-9,6.6,-4
CCn1nc(C(=O)OCC(=O)N(CC(C)C)c2c(N)n(Cc3ccccc3)c(=O)[nH]c2=O)c2ccccc2c1=O,3.0,2,-1.2,3,-8,1.9,3,-0.8,-2
CCCC(=O)Nc1ccc2oc(=O)ccc2c1,1.8,4,-0.6,-4,4,0.4,9,0.2,0
Cc1noc(C)c1C(=O)OCC(=O)c1ccc[nH]1,x,-3,-5.0,3,-10,0.9,-10,0.9,-1
COCCNC(=O)C(c1ccc(F)cc1)N(Cc1cccs1)C(=O)CCC(=O)Nc1ccccn1 (stereo not drawn),0.9,14,-0.2,-7,9,-2.2,-9,-1.0,12
COC(=O)/C(=N\Nc1ccc(Cl)cc1)Sc1nnc(-c2ccc(OC)cc2)n1C,3.3,4,-1.5,-8,9,-0.4,0,0.2,-4
CC1(C)CC(=O)C(C=NCC2CCN(C(=O)Nc3ccc(Cl)c(Cl)c3)CC2)=C(O)C1,x,9,-3.0,0,-4,0.2,-7,-1.1,1
CCOc1ccc(-n2c(O)c(/C=N/c3ccnn3Cc3ccncc3)c3ccccc3c2=O)cc1,-0.2,6,-1.1,0,-10,0.3,6,0.9,-2
C=CCn1c(CNS(=O)(=O)c2ccc(Cl)cc2)n[nH]c1=S,0.9,-1,0.1,-9,-13,4.8,0,0.6,-4
c1nc(N2CCOCC2)c2[nH]cnc2n1,x,-6,-1.1,-9,8,0.2,-4,0.5,1
Nc1nc(NCCCN2CCOCC2)nc(Nc2cccc(F)c2)c1[N+](=O)[O-],-0.1,4,-1.5,u,10,-6.5,-7,-2.5,-14
O=C(NC1CC2CCCC(C1)N2Cc1cccs1)N1CCOCC1 (stereo not drawn),x,0,-0.1,10,-2,0.1,-3,-0.3,-1
COc1ccc(C=NN=C2c3ccccc3-c3ccccc32)cc1OC,0.2,15,-1.5,-3,-1,-0.4,2,0.1,-5

# Some of these compounds in order of molar mass, high to low:
SMILES,TcdB GH inh,Y pestis TopoI,FadD28 FP inh,BoNT F protease,CCHF vOTU inh,BoNT A protease,PrPC surface inh,PfHsp40 yeast,Anthrax LF inh2
COCCNC(=O)C(c1ccc(F)cc1)N(Cc1cccs1)C(=O)CCC(=O)Nc1ccccn1 (stereo not drawn),0.9,14,-0.2,-7,9,-2.2,-9,-1.0,12
COC(=O)/C(=N\Nc1ccc(Cl)cc1)Sc1nnc(-c2ccc(OC)cc2)n1C,3.3,4,-1.5,-8,9,-0.4,0,0.2,-4
Nc1nc(NCCCN2CCOCC2)nc(Nc2cccc(F)c2)c1[N+](=O)[O-],-0.1,4,-1.5,u,10,-6.5,-7,-2.5,-14
O=C(NC1CC2CCCC(C1)N2Cc1cccs1)N1CCOCC1 (stereo not drawn),x,0,-0.1,10,-2,0.1,-3,-0.3,-1
C=CCn1c(CNS(=O)(=O)c2ccc(Cl)cc2)n[nH]c1=S,0.9,-1,0.1,-9,-13,4.8,0,0.6,-4

# Other records follow.
SMILES,TcdB GH inh,Y pestis TopoI,FadD28 FP inh,BoNT F protease,CCHF vOTU inh,BoNT A protease,PrPC surface inh,PfHsp40 yeast,Anthrax LF inh2
O=C(c1cn(Cc2ccccc2)nc1-c1ccc(Cl)cc1)N1CCN(c2ccccn2)CC1,1.7,24,-1.7,-8,8,-0.1,-3,4.4,-5
CCn1c(CNC(=O)c2ccco2)nnc1SCC(=O)c1ccc(F)cc1,0.9,6,-1.4,3,-6,3.6,5,-2.6,-5
CCOc1ccccc1NC(=O)C12CC3CC(C1)CC(c1ccc(C)cc1)(C3)C2,x,3,0.1,3,-4,-0.1,-8,1.4,-2
O=C(NCCC(=O)N1CCN(C(=O)c2ccco2)CC1)c1ccc(Br)cc1,0.0,-2,0.8,-2,12,2.0,-4,0.1,0
COc1cc(CNc2ccc3[nH]c(=O)[nH]c3c2)ccc1OCc1ccccc1,2.1,-3,-3.5,-3,1,-1.3,3,-0.9,-8
Cc1cc(C)cc(NC(=O)C2CCN(c3nccs3)CC2)c1,x,-11,-0.4,-4,4,5.8,-3,0.2,8
O=C(O)c1ccccc1SCc1nc2ccccn2c1Br,0.1,1,-1.8,2,-8,0.7,6,-0.4,5
CC1CC(C)CN(C(=O)CCS(=O)(=O)c2ccc3c(c2)NC(=O)CS3)C1 (stereo not drawn),2.0,9,-3.3,-2,3,0.1,-3,-1.5,1
COc1ccc(C(=O)NCCCN=C2NS(=O)(=O)c3ccccc32)cc1,1.5,5,-3.4,5,4,-0.4,0,0.5,0
CCc1cc(=O)oc2cc(C)c(CN3CCCC3)c(O)c12,x,2,1.4,-9,19,-1.8,1,1.4,-4
COCCNC(=O)C1CC2Cn3c(nc4ccccc43)C2N1C (stereo not drawn),x,2,-4.2,-6,-5,-0.4,2,-0.8,-3
O=C(NCCC1=CCCCC1)c1ccc(Cl)c(S(=O)(=O)N2CCOCC2)c1,x,6,1.0,3,5,2.4,19,-1.0,-2
Cc1ccc(NC(=O)CCNC(=O)c2ccc(Br)cc2)cc1S(=O)(=O)N1CCOCC1,2.6,25,-3.6,-9,-2,-2.9,-2,0.7,-2
N#C/C(=C/c1cn(CC(=O)O)c2ccccc12)C(=O)Nc1ccccc1,1.2,10,0.2,0,-2,-1.1,-1,-0.4,2
Cc1cc2c3c(c1)C1(C(=O)N3C(C)(C)CC2C)C(C#N)=C(N)Oc2cc(O)ccc21 (stereo not drawn),x,6,-1.1,2,3,-0.4,-2,0.3,-8
CCOc1nc(NCCO)nc(Nc2ccc([N+](=O)[O-])cc2)n1,1.0,-4,-0.6,3,-9,0.2,-24,0.8,-1
Cc1cc(C(=O)N2CCCC(C(=O)c3ccc(Cl)cc3C)C2)no1 (stereo not drawn),0.8,32,-1.3,-8,11,0.2,3,-4.1,-2
CCn1c(SCC(=O)Nc2cccc(NC(C)=O)c2)nnc1-c1ccco1,-2.7,-1,-0.8,4,0,-1.3,14,0.5,0
CCOC(=O)CNC(=O)c1sc(NC(=O)c2ccccc2F)nc1C,0.9,-5,-1.4,6,1,-1.1,4,0.2,-4
Cc1[nH]c2ccccc2c1C1(O)C(=O)N(Cc2ccc3c(c2)OCO3)c2ccccc21 (stereo not drawn),x,5,-0.8,-10,4,-0.7,-7,0.5,-5
Cc1nn(-c2ccccc2)c(N2CCCC2)c1/C=N/NC(=O)c1cc(-c2cccs2)nc2ccccc12,-0.4,4,1.1,1,3,0.0,-4,1.3,-1
CCN(CC)C(=O)c1oc2ccc(S(=O)(=O)N3CC(C)CC(C)C3)cc2c1C (stereo not drawn),0.5,33,-2.8,8,15,-0.6,14,2.4,2
Cc1nc(N)ncc1-c1ccc2c(c1)OCO2,-2.2,-9,1.1,6,-10,-0.8,6,-0.7,3
COc1ccc(NC(=O)CN(C)C(=O)c2ccccc2OCC(=O)Nc2cccc(C(F)(F)F)c2)cc1,1.3,7,0.0,x,-4,x,0,14,x
CCN(CC(=O)Nc1ccc(OC)cc1)C(=O)c1ccc(OCc2c(C)noc2C)cc1,0.6,2,-1.9,-9,-9,1.4,-6,1.0,u
COc1cccc(NC(=S)N2CCc3cc(OC)c(OC)cc3C2)c1,-0.6,-4,-0.9,u,7,4.7,12,0.8,-3
COc1ccc(S(=O)(=O)N2CCSC2c2ccc(OC)c(OC)c2)cc1 (stereo not drawn),x,2,-3.2,u,14,u,6,1.9,-14
CNc1nc2c(-c3ccc(Cl)cc3)nnn2c2ccccc12,0.8,-2,-3.9,11,-15,-0.7,0,-0.5,-14
CCOc1ccc(NC(N)=O)cc1OCC,x,-10,-0.2,-57,4,1.0,-3,0.4,-45
CN(c1ccccc1)S(=O)(=O)c1ccc(NC(=S)NC(=O)c2ccccc2)cc1,x,11,-1.7,-4,7,1.0,-1,-1.6,-3
CCN1CCN(C(=O)CN(c2ccc(C)cc2)S(C)(=O)=O)CC1,x,0,-1.9,19,2,1.3,0,-3.2,4
CSc1nc2ccccc2cc1/C=C(\C#N)c1cccc(C)c1,x,4,-2.3,-8,-7,2.8,-10,-1.2,-1
C=CCN([C@@H](CC(C)C)C(=O)OC)S(=O)(=O)N(CC=C)[C@@H](CC(C)C)C(=O)OC,1.4,34,-2.5,-1,17,-0.2,2,1.5,3
COc1ccccc1N1C(=O)CC(N(O)c2ccccc2)C1=O (stereo not drawn),0.0,-1,-0.5,-5,5,-0.2,6,-2.1,-8
Cc1ccc(Nc2nnc(SCC(=O)NC3CC3)s2)cc1,0.9,3,-0.8,-6,21,0.0,9,-0.5,-12
Cc1nc([N+](=O)[O-])c(Br)n1CC(=O)c1ccccc1,x,-7,-1.3,-16,12,-1.0,1,-2.0,-2
COc1ccc(NC(=O)C2CCN(S(=O)(=O)c3ccc4[nH]c(=O)oc4c3)CC2)c(OC)c1,-0.6,-5,-2.8,-16,x,3.0,x,4.6,-5
CCOC(=O)c1ccc(CNCc2ccc(Br)cc2)cc1,x,8,-2.2,-16,1,-1.3,-8,0.7,-3
CCN1CCN(S(=O)(=O)c2ccc(Cl)c(C(=O)Nc3ccccc3N3CCCC3)c2)CC1,-0.2,11,-1.5,-11,4,-0.4,-1,-2.3,3
CC1CN(C(=O)c2ccccc2Nc2ccc(SC(F)F)cc2)CC(C)O1 (stereo not drawn),0.5,3,-3.9,-5,-4,0.2,0,-1.5,0
COc1ccc(NS(=O)(=O)c2cccc(C(=O)O)c2)cc1S(=O)(=O)N1CCCCC1,-6.0,-4,-0.8,x,9,x,2,-1.5,x
Cc1ccc(CNC(=O)c2ccc(C#CC(C)(C)O)s2)cc1,x,8,3.3,-6,1,u,-3,0.9,-2
CC1(c2nnnn2Cc2ccccc2)CCC(=O)N1C1CC1 (stereo not drawn),0.4,x,x,-4,0,-0.4,3,x,-1
CCN(c1ccccc1)S(=O)(=O)c1ccc(OC)c(NC(=O)c2cc(F)c(F)c(F)c2F)c1,-4.9,8,0.7,4,-4,0.3,8,0.0,2
Cc1ccc(OCCn2cc(C#N)c3ccccc32)cc1,x,5,-3.3,-6,11,0.4,10,7.0,0
O=C(c1ccc(F)cc1)N(Cc1cccs1)C1CCS(=O)(=O)C1 (stereo not drawn),1.4,-1,0.1,-14,-12,-6.5,4,-1.4,-4
COc1ccccc1NC(=O)NNC(=O)C(C)Oc1ccc2ccccc2c1 (stereo not drawn),1.2,5,-0.6,6,23,2.2,1,0.2,-2
CCc1cc2c(COC(=O)c3cccc(S(C)(=O)=O)c3)cc(=O)oc2cc1O,1.4,5,-1.6,9,-3,0.2,-4,1.0,1
Cc1cccc(NC(=O)COC(=O)c2ccccc2SCC(=O)N2CCCC2)c1,0.7,21,-3.6,2,-2,0.5,4,0.8,-2
CN(C)C(C)(C)C#CC(O)(c1ccccc1)c1ccccc1,1.8,-1,-1.1,1,-14,-0.9,2,-0.4,-1
